Screens: PubChem BioAssay, National Center for Advancing Translational Sciences (NCATS)
MCF10A rereplic = A quantitative high throughput screen for small molecules that induce DNA re-replication in MCF 10a normal breast cells; MCF 10A DNA re-replication, Hoechst nuclear intensity, 48 h; Potency, µM (doses to about 46.1 µM), for inactives: at the highest dose activity, positive = re-replication, actives largely listed as activators; hit rate 2.9% among 350,000; AID 624296, 2012; also: potency is read from the fitted curve at half-maximal effect; % of control where 0% means no effect; nearly all actives have a fitted effect of over 50% in size
HT1080-NT tox = qHTS for induction of synthetic lethality in tumor cells producing 2HG: qHTS for the HT-1080-NT fibrosarcoma cell line | HT-1080-NT fibrosarcoma viability, CellTiter-Glo ATP luminescence, 48 h | Potency, µM (series often up to 46.1 µM), for the others: top-dose activity, negative = less viability, hits mostly cytotoxic | hit rate 1.6% among 360,000;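 also: NT is the 2HG producing partner of a matched IDH1 knockdown line; potency is read from the fitted curve at half-maximal effect; 0% = DMSO-treated cells and -100% = media-only wells without cells; nearly all actives have a fitted effect of over 55% in size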
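Viability of the 2HG-overproducing fibrosarcoma line after 48 hours of compound exposure at 37 degrees C was determined by luminescence with CellTiter-Glo, and concentration-effect curves were then fitted and categorized.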
SW480 rerep = A quantitative high throughput screen for small molecules that induce DNA re-replication in SW480 colon adenocarcinoma cells; SW480 DNA re-replication, Hoechst DNA content imaging, 48 h; Potency, µM (doses to about 46.1 µM), without a hit: at the top dose re-replication activation, usual class: activators; hit rate 1.8% among 340,000; AID 624297, 2012; also: potency is read from the fitted curve at half-maximal effect; % of control where 0% means no effect; nearly all actives have a fitted effect of over 55% in size
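Cells (250 per well) received 23 nL compound or DMSO by pin tool and were kept 48 hr at 37 C, 5% CO2. Nuclei were then stained with Hoechst for 40 min and scanned for DNA content.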
WRN inhibitor = qHTS for Inhibitors of WRN Helicase. Bifunctional 3'-5' exonuclease/ATP-dependent helicase WRN (Homo sapiens), Q14191. WRN helicase unwinding, fluorescent forked duplex, kinetic. Potency, µM (top dose mostly 114 µM), for the others: at the highest dose activity change, negative = inhibition, most hits filed as inhibitors. hit rate 0.46% among 360,000. AID 651768, 2012; also: potency is read from the fitted curve at half-maximal effect; % is scaled to controls: 0 for no effect and ±100 for the full control effect; nearly all actives have a fitted effect of over 55% in size
Target sequence (Q14191 whole entry, looked up): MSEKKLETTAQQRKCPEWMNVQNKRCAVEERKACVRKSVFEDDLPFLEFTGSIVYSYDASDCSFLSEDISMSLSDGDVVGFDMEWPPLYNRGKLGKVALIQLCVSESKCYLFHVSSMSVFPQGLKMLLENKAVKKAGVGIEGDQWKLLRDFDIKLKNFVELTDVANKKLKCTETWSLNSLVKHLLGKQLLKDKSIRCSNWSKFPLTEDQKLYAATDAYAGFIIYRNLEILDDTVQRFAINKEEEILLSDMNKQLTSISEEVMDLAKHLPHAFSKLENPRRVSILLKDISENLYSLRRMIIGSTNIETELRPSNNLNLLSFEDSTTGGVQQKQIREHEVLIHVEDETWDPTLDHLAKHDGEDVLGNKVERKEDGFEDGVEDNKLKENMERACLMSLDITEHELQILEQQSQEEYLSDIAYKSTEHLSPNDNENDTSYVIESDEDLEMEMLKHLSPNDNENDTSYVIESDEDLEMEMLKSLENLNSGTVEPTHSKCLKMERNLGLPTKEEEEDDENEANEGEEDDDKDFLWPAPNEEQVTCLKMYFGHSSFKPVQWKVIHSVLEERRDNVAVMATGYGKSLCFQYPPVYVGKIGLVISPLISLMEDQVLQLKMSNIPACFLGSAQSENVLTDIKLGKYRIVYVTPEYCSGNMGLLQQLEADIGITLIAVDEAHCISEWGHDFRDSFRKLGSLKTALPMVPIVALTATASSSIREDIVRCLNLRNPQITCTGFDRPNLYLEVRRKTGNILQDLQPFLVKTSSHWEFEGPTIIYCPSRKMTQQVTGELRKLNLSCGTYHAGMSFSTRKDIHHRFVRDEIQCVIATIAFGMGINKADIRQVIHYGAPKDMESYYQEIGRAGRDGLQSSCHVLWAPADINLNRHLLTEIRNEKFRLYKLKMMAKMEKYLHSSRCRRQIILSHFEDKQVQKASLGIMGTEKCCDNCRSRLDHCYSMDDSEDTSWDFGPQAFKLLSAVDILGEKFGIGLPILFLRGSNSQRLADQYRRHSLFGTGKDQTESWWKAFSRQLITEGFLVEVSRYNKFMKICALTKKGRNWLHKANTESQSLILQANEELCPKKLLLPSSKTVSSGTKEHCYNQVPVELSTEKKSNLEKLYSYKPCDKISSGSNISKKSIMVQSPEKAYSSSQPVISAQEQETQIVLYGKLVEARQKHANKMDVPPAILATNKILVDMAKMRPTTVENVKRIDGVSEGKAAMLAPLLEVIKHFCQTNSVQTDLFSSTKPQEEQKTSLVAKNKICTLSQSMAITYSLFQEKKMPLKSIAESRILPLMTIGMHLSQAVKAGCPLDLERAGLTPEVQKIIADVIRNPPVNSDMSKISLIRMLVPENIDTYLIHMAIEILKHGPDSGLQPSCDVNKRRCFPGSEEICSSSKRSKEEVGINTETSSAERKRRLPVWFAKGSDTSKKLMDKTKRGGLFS
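Kinetic red-fluorescence monitoring (525/598 nm) tracks WRN helicase activity after 100 nM fluorophore-quencher forked duplex and 2 mM ATP are added to 20 nM enzyme pretreated 15 min at room temperature with compound.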
IL-1B inflam inh = qHTS for Inhibitors of Inflammasome Signaling: IL-1-beta AlphaLISA Primary Screen | THP-1 LPS/ATP IL-1B secretion, AlphaLISA, 16 h; stronger effect = lower value | activity change, % at 57.5 µM | AID 743279, 2014 | hit rate 4.7% among 360,000; in the data active = activity change below about -50%; inconclusive = mostly about -30% to -49%; also: % is scaled to controls: 0 for no effect and ±100 for the full control effect
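Secreted IL-1B measured by AlphaLISA bead assay after 16 h compound exposure of THP-1 cells; compounds (final up to 57.5 uM) added 1 h before LPS (250 ng/mL) and ATP (1.25 mM) stimulation; lower signal means less secretion.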
HT1080 IDH1KD tx = qHTS for induction of synthetic lethality in tumor cells producing 2HG: qHTS for the HT-1080-IDH1KD cell line; hit rate 2% among 360,000; HT-1080 IDH1 knockdown viability, ATP luminescence, 48 h; Potency, µM (highest dose often 46.1 µM), inactives show at the highest dose activity, negative = toxicity, hits mostly cytotoxic; AID 686971, 2013;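 also: potency is read from the fitted curve at half-maximal effect; 0% = DMSO wells and -100% = cell-free medium wells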
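IDH1KD HT-1080 cells, 750/well, RPMI + 5% FBS; compound pinned after 2 h settling; 48 h, 37 °C; CellTiter-Glo luminescence; % activity normalised to DMSO and no-cell wells; curves fitted, classed by r2 and efficacy.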
KB-V1 MDR tox = qHTS assay for MDR1-selective chemotherapeutics: Primary screen using the drug-selected MDR subline cells KB-V1 | hit rate 3.4% among 400,000 | Potency, µM (series often up to 46.1 µM), for the others: top-dose activity change, negative = cytotoxicity, most hits filed as cytotoxic | KB-V1 MDR cells viability, CellTiter-Glo, 72 h; also: potency is read from the fitted curve at half-maximal effect; % is scaled to controls: 0 for no effect and ±100 for the full control effect; nearly all actives have a fitted effect of over 60% in size
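qHTS viability screen in drug-selected KB-V1 MDR cells: 72 h compound treatment at 37 degrees C, ATP luminescence end point.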
KB-3-1 tox = qHTS assay for MDR1-selective chemotherapeutics: Primary screen using the parental adenocarcinoma cell KB-3-1 | KB-3-1 viability, CellTiter-Glo ATP luminescence, 72 h | Potency, µM (doses to about 46.1 µM), without a hit: at the highest dose activity change, negative = cytotoxic, actives largely listed as cytotoxic | hit rate 1.4% among 400,000 | AID 1347075, 2019; also: potency is read from the fitted curve at half-maximal effect; % is scaled to controls: 0 for no effect and ±100 for the full control effect; nearly all actives have a fitted effect of over 60% in size
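Cytotoxicity in the drug-sensitive parental line KB-3-1 was scored as loss of CellTiter-Glo luminescence following 72 h incubation with compound. Values come from curve fitting of normalized concentration-response data.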
ATXN2 expr inh = Primary qHTS for Inhibitors of ATXN expression; HEK-293 ATXN2-luciferase reporter, luminescence, 24 h; Potency, µM (highest dose often 57 µM), inactives show at the top dose activity change, negative = inhibition, actives largely listed as inhibitors; hit rate 0.72% among 360,000; also: potency is read from the fitted curve at half-maximal effect; % is scaled to controls: 0 for no effect and ±100 for the full control effect; nearly all actives have a fitted effect of over 55% in size
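qHTS (up to 57 uM final) was run with 24 h compound exposure of reporter cells at 37 °C. Each well was multiplexed: SteadyGlo luminescence measured ATXN2-luciferase expression after a fluorogenic Gly-Phe-AFC viability readout (25 uM final).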
Starred values were filed as active, the others as inactive; ? = inconclusive; · = no result given; [ ] = remark or other dose. Unless noted, calls follow the shape of the dose curve; as a rule, active = well fitted curve in the direction sought with a large enough effect; inconclusive = small, poorly fitted or top-dose-only effect, or another doubt; inactive = no such curve, though single readings can be large; an effect the other way counts as inactive or inconclusive.

SMILES	MCF10A rereplic	HT1080-NT tox	SW480 rerep	WRN inhibitor	IL-1B inflam inh	HT1080 IDH1KD tx	KB-V1 MDR tox	KB-3-1 tox	ATXN2 expr inh
COc1cc(CC(=O)Nc2sc3c(c2C(N)=O)CCCC3)cc(OC)c1OC	10%	-19%	-3%	-12%	56	?	-17%	-15%	-16%
CCOCC(=O)Nc1ccc(F)c(F)c1	5%	1%	-4%	-18%	-8	4%	2%	-4%	3%
COc1cc(C)c(CNc2cc(C)cc(C)c2)cc1C	?	-5%	16%	-12%	13	9%	0%	-4%	-9%
CC(=O)Nc1ccc(NC(=O)CNC(=O)COc2ccccc2)cc1	-10%	17%	-14%	-1%	55	-8%	-8%	-9%	2%
CCC(C)(C)n1nnnc1C(c1cc2cc(C)ccc2[nH]c1=O)N1CCCc2ccccc21 (configuration not stated)	1%	-3%	-7%	-18%	?	0%	?	-8%	22%
CCN(CC)C(=O)c1ccc(-c2nnc(Nc3cccc(O)c3)c3ccccc23)cc1	6%	-8%	3%	-6%	-19	-1%	3%	-1%	·
Cn1c(=O)n(Cc2ccccc2F)c(=O)c2c1nc1n2CCCN1CCc1ccccc1	5%	16%	-10%	-16%	4	7%	2%	0%	0%
CCNS(=O)(=O)c1ccc(NC(=O)c2ccccc2OCC)cc1	2%	0%	0%	1%	-6	-5%	-20%	-2%	-7%
COC(=O)c1ccccc1S(=O)c1snnc1C (configuration not stated)	0%	8%	-1%	5%	3	3%	18%	5%	-25%
CCOC(=O)N1CCN(C(=O)CN(Cc2ccc(Cl)cc2)S(=O)(=O)c2ccc(C)cc2)CC1	5%	-2%	4%	-11%	5	2%	?	-17%	-12%
CC(OC(=O)C1CCN(S(=O)(=O)c2ccc(Cl)cc2)CC1)C(=O)NC1CCCCC1C (configuration not stated)	?	-9%	-1%	-32%	0	-1%	?	-6%	0%
Cc1ccc(CC(=O)NCCN2CCOCC2)cc1	-4%	-3%	0%	14%	6	4%	-6%	1%	5%
COc1ccc(NC(=O)C2CCN(C(=O)c3cccs3)CC2)c(OC)c1	?	-5%	?	2%	-14	-2%	-27%	-3%	-25%
O=S(=O)(NC(=NC1CCCCC1)c1ccccc1F)c1ccccc1	-5%	1%	3%	2%	-17	0%	-16%	30%	3%
COc1cc(C(=O)Nc2ccccc2NC(=O)c2cc(OC)c(OC)c(OC)c2)cc(OC)c1OC	7%	12%	-18%	-2%	20	-2%	-8%	-13%	·
CN1CCN(C(=O)C2=C[C@H](C3CC3)C[C@H](OCc3ccc(CO)cc3)O2)CC1	-5%	7%	-4%	5%	-3	15%	-2%	-3%	5%
COc1cccc(NC(=O)C(Sc2nnc(Nc3ccccc3C)s2)c2ccccc2)c1 (configuration not stated)	-1%	-22%	4%	-9%	-51*	?	0%	-3%	-19%
Cc1cccc(C)c1OCC(=O)NNC(=O)CCNC(=O)c1ccco1	0%	2%	-8%	-6%	14	7%	0%	?	5%
COc1cc(Cl)c(C)cc1NC(=O)Cc1cccs1	-1%	-6%	-37%[inhibitor]	-20%	-1	5%	-10%	15%	15%
COc1cc2c(cc1OC)CN(C(=O)c1ccc(S(=O)(=O)N(C)c3ccccc3)cc1)CC2	12%	?	11%	-2%	2	-9%	-3%	-1%	-21%
COc1cc(C)c(C)cc1S(=O)(=O)N1CCCc2ccccc21	-5%	-5%	?	-12%	26	-3%	-18%	?	-6%
OCCN1CCN(Cc2ccc3ccccc3c2)CC1	3%	-1%	-10%	9%	18	11%	0%	15%	2%
O=C(CSc1ccc(Cl)cc1)N1CCN(c2ncc(C(F)(F)F)cc2Cl)CC1	?	?	20%	-14%	-21	?	15µM*	-22%	-13%
Cc1c(CN2CCC(CO)(CCOc3ccccc3)CC2)[nH]c2ccc(Cl)cc12	?	26µM*	15µM*	-7%	-97*	23µM*	5.8µM*	15µM*	?
Cc1ccc(N/C(=C\C(=O)c2ccccc2)C(=O)O)cc1	0%	20%	0%	-6%[11.6 µM]	0	15%	?	-5%	·
COc1ccc(N(CC(=O)NCc2cccnc2)S(=O)(=O)c2c(C)nn(C)c2C)cc1	14%	9%	3%	-1%	19	12%	0%	23%	24%
Cn1c(=O)c2c(nc(OCc3ccc4c(c3)OCO4)n2Cc2ccccc2Cl)n(C)c1=O	-2%	4%	-5%	0%	18	2%[9.24 µM]	-20%	12%	8%
COC(=O)c1ccc(NC(=O)COc2coc(CN3CCc4ccccc43)cc2=O)cc1	-1%	7%	-1%	-11%	4	9%	7%	-4%	-20%
O=C(C1CC1)N1CCCN(C(=O)C2CC2)CC1	-2%	16%	1%	13%	17	12%	5%	1%	-8%
O=C1CSC(c2ccc(Cl)cc2)N1c1cccnc1 (configuration not stated)	0%	-16%	-16%	-9%	-1	-7%	-19%	-13%	-1%
COCCNC(=O)c1cccc(OC2CCN(Cc3ccc(C(C)C)cc3)CC2)c1	?	?	-2%	11%	-69*	?	-8%	-22%	-29%
CCOc1ccc(N(CC(=O)OC)S(=O)(=O)c2ccc(OC)c(OC)c2)cc1	-1%	5%	22%	-7%	15	1%	-27%	6%	-5%
O=C(NCC1CCNCC1)c1ccncc1	1%	19%	-3%	5%	14	14%	13%	0%	-2%
Cc1ccc(-n2c(-c3ccccc3)n[nH]c2=S)c(C)c1	0.65µM*	6%	?	-8%	25	18%	-13%	2%	-22%
C[C@@H]1CN([C@H](C)CO)C(=O)c2cc(Br)cnc2O[C@H]1CN(C)C(=O)Cc1ccccc1	·	-11%	·	-9%	-8	4%	-4%	-15%	1%
Cc1cc2cc(C(=O)N3CCc4c([nH]c5ccccc45)C3c3ccccn3)ccc2o1 (configuration not stated)	14%	-16%	?	-7%	-25	?	-10%	?	-23%
O=C(CCn1c(=O)oc2ccccc21)Nc1nc2ccccc2s1	2%	3%	0%	8%	-23	3%	-20%	-7%	6%
C=CCNC(=S)Nc1ccc(C)cc1[N+](=O)[O-]	4%	-15%	-760%[1.84 µM]	4%	0	7%	13%	0%	-5%
O=C(c1ccc2noc(-c3ccccc3)c2c1)N1CCN(c2ccccc2)CC1	6%	0%	-1%	-5%	-9	2%	-17%	-4%	-7%
Cc1ccc(S(=O)(=O)N(C)C)cc1NC(=O)c1n[nH]c(=O)c2ccccc12	-4%	-3%	?	1%	-9	2%	-8%	0%	·
CC(C)NC(=O)CSc1ccccc1C(=O)N1CCN(S(=O)(=O)/C=C/c2ccccc2)CC1	5%	9%	-2%	-6%	-3	10%	-8%	-5%	-2%
Nn1c(SCC(=O)Nc2nccs2)nnc1-c1ccco1	-1%	-4%	-13%	-6%	-6	7%	1%	7%	-9%
O=C(CSc1nc(-c2cccs2)cc(C(F)(F)F)n1)NCc1ccccc1	18%	-2%	-1%	6%	-3	?	-23%	0%	5%
CCC1CCCCN1c1nc(-c2ccncc2)nc2ccccc12 (configuration not stated)	23µM*	18µM*	?	-12%	-7	?	?	?	-22%
C=CCOc1ccccc1CNCCCN1CCOCC1	4%	2%	-2%	-6%	3	12%	3%	-7%	-5%
CCOc1ccccc1NC(=O)c1cc(S(=O)(=O)N2CCN(CC)CC2)ccc1Cl	19%	1%	0%	-27%	-14	8%	?	25%	0%
O=C(NCc1nnc(SCC(=O)N2CCN(c3ccccc3)CC2)o1)c1c(F)cccc1Cl	10%	4%	-2%	7%	20	-1%	2%	-11%	0%
CN(Cc1ccccc1)C(=O)c1ccc2sc([C@H]3C[C@H](O)[C@@H](CO)O3)nc2c1	·	12%	·	-3%	9	-1%	5%	0%	5%
COc1cccc(OCC(O)CN2CCOCC2)c1 (configuration not stated)	2%	14%	1%	-18%[57.1 µM]	12	11%	1%	2%	3%
CSc1ncc(Cl)c(C(=O)C(C#N)c2nc3c(C)cc(C)cc3c(=O)[nH]2)n1 (configuration not stated)	-2%	-27%	-3%	-35%	1	-18%	-1%	-16%	-32%

The list continues.
SMILES	MCF10A rereplic	HT1080-NT tox	SW480 rerep	WRN inhibitor	IL-1B inflam inh	HT1080 IDH1KD tx	KB-V1 MDR tox	KB-3-1 tox	ATXN2 expr inh
O=C(CSc1nnc(-c2cccs2)o1)N1CCCCC1	6%	16%	-2%	1%	-21	7%	0%	7%	1%
NC(=O)c1ccsc1NC(=O)C1CCN(S(=O)(=O)c2cccs2)CC1	9%	-8%	3%	1%	-10	-10%	-12%	3%	2%
Cc1cc(F)ccc1S(=O)(=O)N1CCCOC1CNC(=O)C(=O)NCC(C)C (configuration not stated)	1%	5%	1%	-23%	-1	-1%	?	-4%	-5%
COc1ccccc1NC(=O)C1=C(C)NC(=O)NC1c1ccc(C)cc1 (configuration not stated)	6%	2%	-18%	-4%	-3	-7%	9%	11%	3%
CCN(CC)S(=O)(=O)c1cccc(NC(=O)CC2CCCC2)c1	2%	3%	-2%	-31%	-13	-3%	-15%	-10%	-20%
CSc1nc(=O)n2cccc(C)c2n1	0%	2%	-24%	-17%	16	-1%	5%	1%	-4%
